Source: PubChem BioAssay (National Center for Advancing Translational Sciences (NCATS))
Giardia FBPA inh: inhibitors of Giardia lamblia fructose-1,6-bisphosphate aldolase | AID 2451 | Potency, µM (top dose mostly 59.6 µM), for the others: top-dose activity, negative = inhibition, actives largely listed as inhibitors | purified Giardia FBPA | 290,000 compounds, 0.71% hits; further: potency means the concentration at half of the fitted maximal effect; nearly all actives have a fitted effect of over 55% in size
Target sequence (A8B2U2 whole entry, looked up): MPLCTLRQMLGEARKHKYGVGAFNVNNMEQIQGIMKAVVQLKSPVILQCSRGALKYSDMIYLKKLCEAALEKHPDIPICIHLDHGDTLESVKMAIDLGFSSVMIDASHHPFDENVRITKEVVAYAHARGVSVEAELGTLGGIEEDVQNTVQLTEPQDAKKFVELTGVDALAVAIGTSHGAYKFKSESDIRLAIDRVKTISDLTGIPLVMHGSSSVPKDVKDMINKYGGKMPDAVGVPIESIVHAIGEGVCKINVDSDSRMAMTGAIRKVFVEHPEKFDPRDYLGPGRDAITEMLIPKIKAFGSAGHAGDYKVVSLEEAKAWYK
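Giardia FBPA (40 nM reagent) was preincubated 10 min at RT with compound (up to 57.5 uM final), then substrate plus GAPDH/TPI/NAD/arsenate coupling system with diaphorase/resazurin was added; resorufin fluorescence (525/598 nm) was read after 20 min.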
Sm TGR block: blocks Schistosoma mansoni thioredoxin glutathione reductase | purified TGR, DTNB reduction, TNB absorbance 405 nm | Potency, µM (titrated, usually from 114 µM), without a hit: top-dose activity change, negative = inhibition, most hits filed as inhibitors | 360,000 compounds, 3% hits; further: potency means the concentration at half of the fitted maximal effect; nearly all actives have a fitted effect of over 60% in size
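First, TGR (20 nM dispensed) and NADPH were mixed with compound. Second, a 15 min room-temperature incubation followed. Third, further NADPH and then DTNB were added to start the reaction. Finally, TNB absorbance was monitored kinetically.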
HCMV inh: inhibitors of human cytomegalovirus | activity change, negative = inhibition, % at 57.5 µM | 410,000 compounds, 4.5% hits | HFF cells, HCMV-luciferase reporter, 72 h; active compounds read low; in the data active means activity change below about -60%; inconclusive means no clear call, values can overlap the other calls; inactive means above about -39%
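After 16 h attachment at 37C, HFF cells received test compound and HCMV-luciferase (1 PFU/cell); reporter luminescence read 72 h later, data normalized against buffer-only and known inhibitor Salinomycin.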
AmpC inh detg: blocks E. coli AmpC beta-lactamase in detergent assay; AID 485294; Potency, µM (series often up to 114 µM), for inactives: top-dose activity change, negative = inhibition, hits mostly inhibitors; 370,000 compounds, 0.041% hits; P00811; AmpC hydrolysis of nitrocefin, absorbance 480 nm, 0.01% Triton;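 further: potency means the concentration at half of the fitted maximal effect; 0% = no-compound wells and -100% = no-enzyme wells; nearly all actives have a fitted effect of over 25% in size; some results filed as inactive show a strong effect at the top dose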
Target sequence (P00811 whole entry, looked up): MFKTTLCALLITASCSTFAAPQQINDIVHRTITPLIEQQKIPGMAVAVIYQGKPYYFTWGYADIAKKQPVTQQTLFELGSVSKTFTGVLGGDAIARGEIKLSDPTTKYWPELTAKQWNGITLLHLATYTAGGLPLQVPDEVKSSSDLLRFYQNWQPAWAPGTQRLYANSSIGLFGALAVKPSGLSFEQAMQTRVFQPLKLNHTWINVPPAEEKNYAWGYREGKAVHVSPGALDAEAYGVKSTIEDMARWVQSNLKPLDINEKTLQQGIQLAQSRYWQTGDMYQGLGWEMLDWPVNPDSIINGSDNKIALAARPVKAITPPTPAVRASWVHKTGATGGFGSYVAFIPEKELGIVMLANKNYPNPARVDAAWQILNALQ
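AmpC (5.3 nM in the dispensed reagent) in 20 mM phosphate pH 7.0 with 0.01% (detergent screen) or 0.0001% Triton X-100 was preincubated with compounds for 15 min at room temperature. Nitrocefin was then added from an 800 uM solution, and hydrolysis was followed at 480 nm.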
HCV inhibitor: inhibitors of hepatitis C virus infection. 340,000 compounds, 3.4% hits. Huh7.5.1 HCVcc-Cre infection, luciferase reporter, 44 h. AID 651820. Potency, µM (highest dose often 41.8 µM), inactives show at the highest dose activity change, negative = inhibition, actives largely listed as inhibitors; further: potency means the concentration at half of the fitted maximal effect
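Compounds are dispensed onto cells plated 4 h earlier at 1,000 per well, with HCVcc-Cre virus (about 0.5 moi) added next. Following 44 h of culture, luminescent signal is measured for 15 sec after 15 min with substrate at room temperature.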
AmpC no deterg: blocks E. coli AmpC beta-lactamase in detergent-free assay; 330,000 compounds, 0.52% hits; Potency, µM (doses to about 57.1 µM), inactives show at the top dose activity change, negative = inhibition, hits mostly inhibitors; AmpC nitrocefin hydrolysis, absorbance 480 nm, 0.0001% Triton; P00811;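 further: potency means the concentration at half of the fitted maximal effect; plate controls were no compound for no effect and no enzyme for full effect; nearly all actives have a fitted effect of over 20% in size; some results filed as inactive show a strong effect at the top dose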
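AmpC (5.3 nM in the dispensed reagent) in 20 mM phosphate pH 7.0 with 0.01% (detergent screen) or 0.0001% Triton X-100 was preincubated with compounds for 15 min at room temperature. Nitrocefin was then added from an 800 uM solution, and hydrolysis was followed at 480 nm.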
* = called active by the depositor; ? = inconclusive; · = not tested or not shown; & = joins results of further samples; ! = not confirmed by another sample; [ ] = another dose, or the depositor's remark. Unless noted, the call rests on the fitted dose curve; in most records, active means well fitted curve in the direction sought with a large enough effect; inconclusive means small, poorly fitted or top-dose-only effect, or another doubt; inactive means no such curve, though single readings can be large; an effect the other way counts as inactive or inconclusive. Unless noted, on the % scale 0 is the no-effect control and ±100 the full control effect.

SMILES,Giardia FBPA inh,Sm TGR block,HCMV inh,AmpC inh detg,HCV inhibitor,AmpC no deterg
COc1ccc(/C=C2\SC(=O)N(CCNC(=O)C3CC4C=CC3C4)C2=O)cc1 (configuration not stated),1%,5%,106,3%,-15%,-4%
CCCc1cc(=O)oc2c(CN(CC)CC)c(O)c(Cl)cc12,-11%,11%,-30,-8%,2%,-13%
CN(C)S(=O)(=O)c1ccc(C(=O)NCCN=C2NS(=O)(=O)c3ccccc32)cc1,9%,-4%,15,-10%,-2%,-10%
COc1ccc(/C=C2/C(=O)N(c3ccccc3)N=C2C)cc1Br,-13%,-2%,-18,-17%,22%,-32%
CC1CCN(Cc2c(C(=O)N/N=C/c3ccc(C(F)(F)F)cc3)nnn2-c2nonc2N)CC1,-10%,3%,-11,0%,-25%,-13%
COc1ccc(NC(=S)SC)cc1OC,?,-11%,26,-2%,2%,-37%
COc1ccc(NC(=O)CC23CC4CC(CC(C4)C2)C3)cn1,-5%,9%,-17,8%,21%,-20%
Cc1ccc(C)c(NC(=O)Cn2c(=O)n(CCCS(=O)(=O)C3CCCCC3)c(=O)c3ccccc32)c1,·,-4%,-16,-2%,·,·

The results go on:
SMILES,Giardia FBPA inh,Sm TGR block,HCMV inh,AmpC inh detg,HCV inhibitor,AmpC no deterg
Cc1c(/C(O)=C2/C(=O)C(=O)N(Cc3cccnc3)C2c2ccccn2)cnn1-c1ccccc1 (configuration not stated),0%,·,-76*,2%,-1%,-14%
CC(Cc1ccccc1)N/C=C1\CC(=O)NC1=O (configuration not stated),0%,0%,22,3%,-4%,-7%
COCCNC(=O)c1onc(CSc2ccccc2F)c1C(=O)O,2%,1%,-8,1%,19%,-21%
COC1CCCN(C(=O)c2ccc(OC3CCN(S(=O)(=O)N(C)C)CC3)cc2)C1 (configuration not stated),·,-7%,-9,3%,3%,33%
CCOCCCNC(=O)C1CCN(S(=O)(=O)N2CC(C)CC(C)C2)CC1 (configuration not stated),10%,9%,21,-14%,7%,27%
Cc1ccc(-n2c(Cc3cccn3C)nnc2SCC(=O)N2CCN(c3ccccc3)CC2)cc1,1%,40µM*,-33,?,·,151%[activator]
CN(C)CCCn1c(-c2ccc(Cl)cc2)csc1=Nc1ccccc1,·,9%,-20,-2%,·,·
CNC(=O)c1ccccc1S(=O)(=O)c1ccccc1C#N,5%,14%,-25,-4%,2%,3%

Following part:
SMILES,Giardia FBPA inh,Sm TGR block,HCMV inh,AmpC inh detg,HCV inhibitor,AmpC no deterg
COc1cc(CN(C(=O)COc2ccc(C)cc2)c2ccccn2)cc(OC)c1OC,·,50%[activator],-2,21%,·,·
CCOC(=O)CN(C(=O)Cn1nnc2ccccc21)C(C(=O)NCCOC)c1ccccc1 (configuration not stated),2%,0%,-8,-11%,8%,-6%
COc1cc(C(=O)N2CCN(S(=O)(=O)c3cccs3)CC2)cc(OC)c1C,?,10%,-38,-5%,-1%,47%
COc1ccc(C2C3=C(CC(C)(C)CC3=O)N(C)C3=C2C(=O)CC(C)(C)C3)cc1,12%,3%,6,-4%,-8%,21%
CSCC[C@H](NC(=O)Nc1cccc(C(F)(F)F)c1)C(=O)O,9%,5%,0,2%,-18%,-22%
COc1cc(C2Oc3ccccc3C=C2[N+](=O)[O-])cc(OC)c1OC (configuration not stated),-22%,32µM*,-104*,-8%,?,13%
COc1cc(NC(=O)c2csc(N)n2)cc(C(=O)Nc2cccc(C(F)(F)F)c2)c1,-5%,9%,-67*!,-9%,?,-3%
COc1cccc(C(=O)N2CCOCC2)c1OC,-3%,0%,-24,-5%,32%[activator],-12%

Continued.
SMILES,Giardia FBPA inh,Sm TGR block,HCMV inh,AmpC inh detg,HCV inhibitor,AmpC no deterg
CC(C)NC(=O)C1=CC(c2ccc3c(c2)OCO3)=NS(=O)(=O)N1C,·,0%,-3,-4%,·,·
Cn1c(=O)c(=O)n(C)c2cc(S(=O)(=O)CCC(=O)NCc3ccccc3)ccc21,11%,1%,29,-3%,-1%,-13%
CCOC(=O)C1=C(C)NC(=S)NC1c1ccsc1 (configuration not stated),0%,-9%,?,-12%,-19%,-12%[2.29 µM]
COc1ccc(-c2cc(C(=O)Nc3c(C)nn(Cc4ccccc4Cl)c3C)no2)cc1,4%,-23%,-13,-11%,?,-2%
COc1ccc(CS(=O)(=O)/C(Cl)=C(/Cl)C(=O)Nc2ccc(OC)nc2)cc1,-7%,10µM*,·,-14%,4µM*,-6%
O=C(c1ccc([N+](=O)[O-])s1)N1CCN(c2ccc(C(F)(F)F)cn2)CC1,-8%,-2%,-8,0%,?,-12%
O=C(O)c1cc([N+](=O)[O-])c(NCc2cccnc2)c([N+](=O)[O-])c1,-2%,3%,-23,2%,5%,2%
COc1ccc(C2C3=C(CC(C)(C)CC3=O)Nc3cc4c(cc32)OCO4)cc1 (configuration not stated),10%,-24%,-8,-11%,-2%,-28%

(more compounds)
SMILES,Giardia FBPA inh,Sm TGR block,HCMV inh,AmpC inh detg,HCV inhibitor,AmpC no deterg
O=C(CSc1ccc(Cl)cc1)NCC1CCCO1 (configuration not stated),8%,5%,31,?,9%,-12%
O=C1COc2ccc(C(=O)NC3CC3)cc2N1,1%,3%,50,7%,11%,-11%
COc1ccc(C(CNC(=O)COc2ccc(C)c(C)c2)N2CCCCC2)cc1 (configuration not stated),-1%,-2%&-4%,-26&-17,-16%&19%,-3%,60%[activator]
Cc1ccc(CNC(=O)CN2C(=O)CSc3ccc(S(=O)(=O)N(C)C)cc32)cc1,·,3%,8,5%,·,·
CCOC(=O)N1CCN(Cc2nc3ccc([N+](=O)[O-])cc3c(=O)n2-c2ccccc2F)CC1,2%,-21%,·,?,-6%,12%
COc1ccc(NS(=O)(=O)c2cccc(C(=O)N/N=C/c3ccccc3OC)c2)cc1,·,3%,-13,-9%,17%,?
O=C(Cn1nnc2ccccc21)NC1CCCCC1,-2%,80%[activator][11.4 µM],73,-13%,6%,-19%
COc1cc([C@@H]2Nc3c(F)cccc3[C@@H]3C=CC[C@@H]32)cc(Br)c1OC,·,-1%,5,10%,·,·

(cont.)
SMILES,Giardia FBPA inh,Sm TGR block,HCMV inh,AmpC inh detg,HCV inhibitor,AmpC no deterg
CC(C(=O)N(C)c1ccccc1)N1CCN(C(=O)c2ccccc2)CC1 (configuration not stated),2%,-17%,18,2%,24%,10%
Cc1sc2nc3c(SC(C)C(=O)O)cc(C(=O)c4ccccc4O)cn3c(=O)c2c1C (configuration not stated),?,-2%,-20,-9%,-2%,-6%
CC(C)Cn1c(/C=N/Nc2nc3ccccc3[nH]2)nc2ccccc21,22%,-22%,-97*,-13%,2.5µM*,-45%
CC(=O)c1nnn(-c2ccc(C)cc2Cl)c1C,·,0%,-10,10%,·,·
O=C1/C(=C/c2ccc(F)cc2)SC(=S)N1CC(=O)N1CCCCC1c1cccnc1 (configuration not stated),·,-10%,-83*,0%,?,90%[activator]
Cc1ccccc1-n1nc2c(c1NC(=O)c1c(-c3ccccc3Cl)noc1C)CSC2,0%,-27%,5,2%,-8%,-18%
CCOC(=O)Nc1ccc2c(c1)nc1n2CCN(CCOC)C1,-19%,-15%,19,-11%,-5%,6%
Cc1ccc(S(=O)(=O)NC(CC(C)C)C(=O)NCCCn2nc(C)cc2C)cc1 (configuration not stated),·,-21%,43,1%,7%,43%

Ordered by length of the SMILES (rising): 9 of the compounds above.
SMILES,Giardia FBPA inh,Sm TGR block,HCMV inh,AmpC inh detg,HCV inhibitor,AmpC no deterg
O=C(CSc1ccc(Cl)cc1)NCC1CCCO1 (configuration not stated),8%,5%,31,?,9%,-12%
CNC(=O)c1ccccc1S(=O)(=O)c1ccccc1C#N,5%,14%,-25,-4%,2%,3%
CCCc1cc(=O)oc2c(CN(CC)CC)c(O)c(Cl)cc12,-11%,11%,-30,-8%,2%,-13%
Cc1ccc(S(=O)(=O)NC(CC(C)C)C(=O)NCCCn2nc(C)cc2C)cc1 (configuration not stated),·,-21%,43,1%,7%,43%
Cc1ccccc1-n1nc2c(c1NC(=O)c1c(-c3ccccc3Cl)noc1C)CSC2,0%,-27%,5,2%,-8%,-18%
COC1CCCN(C(=O)c2ccc(OC3CCN(S(=O)(=O)N(C)C)CC3)cc2)C1 (configuration not stated),·,-7%,-9,3%,3%,33%
Cc1ccc(CNC(=O)CN2C(=O)CSc3ccc(S(=O)(=O)N(C)C)cc32)cc1,·,3%,8,5%,·,·
COc1cc(NC(=O)c2csc(N)n2)cc(C(=O)Nc2cccc(C(F)(F)F)c2)c1,-5%,9%,-67*!,-9%,?,-3%
COc1ccc(C2C3=C(CC(C)(C)CC3=O)N(C)C3=C2C(=O)CC(C)(C)C3)cc1,12%,3%,6,-4%,-8%,21%

Next section.
SMILES,Giardia FBPA inh,Sm TGR block,HCMV inh,AmpC inh detg,HCV inhibitor,AmpC no deterg
COc1ccc(-c2cc(C(F)(F)F)n3nc(C(=O)Nc4cccc(Cl)c4C)cc3n2)cc1,·,-3%,0,3%,·,·
O=S(=O)(N1CCCCC1)N1CCCN(S(=O)(=O)N2CCCCC2)CC1,3%,3%,-39,0%,1%,-1%
O=C(COc1ccc(-c2ccccc2)cc1)N1CCN(C(=O)c2cccnc2)CC1,3%,-11%,-10,-11%,?,105%[activator]
CCOc1ccc(S(=O)(=O)N(C)c2ccc(OCC(=O)NCc3cccnc3)cc2)cc1,2%,1%,-13,1%,-5%,55%
Cc1cc2oc(C(=O)Nc3nonc3C)c(C)c2cc1Cl,·,3%,69,7%,-6%,-8%
CC(NC(=O)c1ccc(Br)cc1Br)c1ccccc1 (configuration not stated),3%,6%,-10,0%,12%,-7%
CCN(CC)S(=O)(=O)c1ccc2nc(COC(=O)c3n[nH]c4ccccc34)[nH]c2c1,-1%,4%,13,?,13µM*,22µM*
O=C(CCc1c[nH]c2ccccc12)N1CCN(S(=O)(=O)c2ccc(F)cc2)CC1,·,-1%,-26,?,?,-9%

Continuation.
SMILES,Giardia FBPA inh,Sm TGR block,HCMV inh,AmpC inh detg,HCV inhibitor,AmpC no deterg
COc1ccc(CSc2nnnn2-c2ccc(C(=O)O)cc2)cc1,16%,7%,?,-6%,20%,-19%
Cc1ccc2cc(C#N)c(SCC(=O)N3CCCC3)nc2c1,1%,5%,-24,-10%,-17%,0%
Cc1cc(C)cc(C(=O)n2nc(C)c(S(=O)(=O)N3CCOCC3)c2C)c1,·,?,9,17%,·,·
C/C(=N\NC(=O)CN1CCN(S(=O)(=O)c2ccc(C)cc2)CC1)c1cccnc1,9%,5%,-9,-11%,19%,1%
